EWS-Fli inh – EWS/Fli-driven NR0B1 reporter inhibitors, primary screen, A673 cells, NR0B1 luciferase, luminescence, MLPCN library. viability-normalised. inhibition, % at 12.6 µM. actives 0.67% (n = 350,000);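 active = mean inhibition of at least 50% after viability correction, with every replicate also passing that limit; inconclusive = mean reaches 50% but only one of two replicates passes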;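 also: firefly luciferase signal divided by Alamar Blue viability fluorescence both relative to DMSO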
ARNT TACC3 PPI – disruptors of ARNT/TACC3 protein interaction, primary screen, biochemical, AlphaScreen, single concentration; Transforming acidic coiled-coil-containing protein 3 (Homo sapiens), Q9Y6A5; AlphaScreen His-ARNT PAS-B/GST-TACC3 binding, luminescence; TACC3 fragment carries E629A point mutation; inhibition, % at 9.99 µM; actives 0.66% (n = 390,000); AID 623870, 2012;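 active = mean inhibition of replicates at least 50% and at least half of replicates each reaching 50%; inconclusive = half or more replicates reach 50% but mean below 50%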;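 also: 0% = complete ARNT plus TACC3 wells and 100% = ARNT alone without TACC3; many hits fall short of the cut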
LGR2 inh – inhibitors of bursicon-induced LGR2 CRE-luciferase signal, primary screen, cell-based, HEK293, CRE-luciferase reporter, bursicon stimulation | Drosophila bursicon receptor LGR2 (rickets) | bursicon-stimulated, 4 h | inhibition, % at 9.99 µM | actives 0.35% (n = 380,000) | AID 720647, 2013;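 active = drop in luminescence signal, shown as inhibition above about 50% in the replicate tests, limit read from the data, passing the limit was not always enough; inconclusive = probably only some replicates passing the limit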;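 also: agonist challenge used bursicon conditioned medium at about half maximal strength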
DENV2 CPE – inhibitors of DENV2 cytopathic effect, primary screen, cell-based, plate reader, single concentration | DENV2-infected cells, cytopathic effect rescue | actives 1.7% (n = 350,000) | CPE inhibition, % at 9.99 µM; in the data active = CPE inhibition above about 20%, passing the limit was not always enough; inconclusive = no clear call, values can overlap the other calls; tested in BHK-21 cells;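 also: 0% = median of neutral control wells and 100% = median of positive control wells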
PAX8 inh HTS – inhibitors of PAX8-driven TPO luciferase reporter, primary screen, RMG-I cells, single concentration; actives 1.2% (n = 360,000); inhibition, % at 12.6 µM; SteadyGlo, 24 h; AID 652154, 2013;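 active = mean replicate inhibition at least 60% with every replicate also reaching 60%; inconclusive = only one of the two criteria is met; inactive = mean below 60% and not all replicates reaching 60%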;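 also: luciferase light reporting Pax8 driven TPO promoter activity; plate controls were median of neutral control wells for no effect and mitoxantrone controls for full effect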
CASP6 VEID inh – human caspase-6 inhibitors, primary screen, biochemical, VEID-R110 fluorescence, single point, set 2; purified caspase-6, Z-VEID-R110 cleavage fluorescence; inhibition, % at 12.5 µM; P55212; actives 0.53% (n = 350,000);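 active = mean inhibition across replicates at least about 35%, with every replicate also reaching that limit, limit read from the data; inconclusive = only one of the two criteria met; inactive = neither criterion met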;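 also: 0% = median of neutral control wells and 100% = no fluorescence left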
Target sequence (P55212 24-179 limits assumed): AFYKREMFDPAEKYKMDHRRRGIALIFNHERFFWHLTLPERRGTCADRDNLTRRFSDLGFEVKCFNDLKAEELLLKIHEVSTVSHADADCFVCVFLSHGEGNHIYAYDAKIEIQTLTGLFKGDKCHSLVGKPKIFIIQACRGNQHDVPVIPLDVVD
Target sequence (P55212 194-293 limits assumed): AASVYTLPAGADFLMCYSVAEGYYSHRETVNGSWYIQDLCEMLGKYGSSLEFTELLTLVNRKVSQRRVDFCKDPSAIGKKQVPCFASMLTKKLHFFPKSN
SIRT5 block – SIRT5 desuccinylase inhibitors, primary screen, biochemical, fluorescence imaging, single point, set 5 | Purified SirT5, succinyl-peptide AMC, trypsin-coupled fluorescence | inhibition, % at 15 µM | actives 1.1% (n = 330,000); in the data active = inhibition above about 15%; inconclusive = no clear call, values can overlap the other calls
Target sequence (Q9NXA8 whole entry, looked up): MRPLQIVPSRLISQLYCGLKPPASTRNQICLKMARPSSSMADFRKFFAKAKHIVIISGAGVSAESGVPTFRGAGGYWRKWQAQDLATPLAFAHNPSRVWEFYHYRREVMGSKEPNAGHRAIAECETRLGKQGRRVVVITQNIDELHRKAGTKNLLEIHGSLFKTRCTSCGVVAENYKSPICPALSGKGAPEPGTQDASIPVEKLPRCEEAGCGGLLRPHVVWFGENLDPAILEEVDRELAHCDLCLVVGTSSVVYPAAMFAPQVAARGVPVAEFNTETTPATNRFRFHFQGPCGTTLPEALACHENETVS
An asterisk follows results filed as active; ? = inconclusive; nt = not tested or not shown; & = joins results of further samples.

no.	Compound	EWS-Fli inh	ARNT TACC3 PPI	LGR2 inh	DENV2 CPE	PAX8 inh HTS	CASP6 VEID inh	SIRT5 block
1	COc1cccc(C(=O)NCCN2CCN(c3ccc(Cl)cc3)CC2)c1	0	-7	-10	-2	-4	-4	1
2	O=C(c1cccc(F)c1)N1CCCCN2[C@H](C1)[C@H](c1ccc(C#CC3(O)CCCC3)cc1)[C@@H]2CO	1	-5	0	-8	-7	3	1
3	COCC#Cc1ccc(CC[C@H]2O[C@H]3CC[C@H](CO)O[C@H]3C[C@H]2NC(=O)Nc2c(C)noc2C)cc1	-37	nt	nt	-2	-16	-3	-5
4	COC(=O)Nc1ccc(S(=O)(=O)N2CCCC(C(=O)NC3CCCCC3)C2)cc1 (stereo unspecified)	2	5	-2	-7	-3	-2	0
5	O=C(CSc1ccc(Cl)cc1)NCc1ccncc1	3	-6	2	16	-1	3	-2
6	Cc1c(C)c2ccc(OCC(=O)N3CC[C@@]4(O)CCCC[C@H]4C3)c(C)c2oc1=O	-3	nt	nt	3	nt	0	nt
7	COc1ccc(CN(C)C[C@@H]2OCCCC[C@@H](C)Oc3ccc(NC(=O)Nc4ccccc4)cc3C(=O)N([C@H](C)CO)C[C@@H]2C)cc1	-70	-16	2	0	-12	nt	nt
8	Cc1noc(C)c1NC(=O)N(C)C[C@@H]1Oc2ncc(C#CC3CCCCC3)cc2C(=O)N([C@H](C)CO)C[C@H]1C	-6	4	10	3	nt	-2	-5
9	Cc1ccc(NC(=O)COC(=O)/C=C/c2c(C)nn(-c3ccc(F)cc3)c2Cl)cc1F	-4	-22	-8	8	-8	1	0
10	COc1ccc(NC(=O)Nc2ccc3c(c2)CC(=O)N([C@@H](C)CO)C[C@H](C)[C@@H](CN(C)S(=O)(=O)c2ccccc2)O3)cc1	-4	nt	1	-1	nt	0	9
11	c1ccc(N2CCOCCOCCOCCOCC2)cc1	5	5	-7	0	5	-1	2
12	Nc1nnnn1CC(=O)N/N=C/C=C/c1ccccc1	-3	1	-6	-2	-12	2	nt
13	O=C(NN=C1C2CC3CC(C2)CC1C3)c1cccc(S(=O)(=O)N2CCOCC2)c1	nt	3	-7	nt	-1	nt	nt
14	CCc1[nH]nc(C(=O)NC2CCCc3c2cnn3-c2cc(C)cc(C)c2)c1C (stereo unspecified)	-114	-8	-17	6	nt	-1	-8
15	CC(=N/O)/C(C)=N\NC(=O)c1ccccn1	-30	21	-4	-9	-77	0	3
16	CC(SCC(=O)NC12CC3CC(CC(C3)C1)C2)C(=O)O (stereo unspecified)	nt	24	4	2	4	2	nt
17	CC(=O)c1ccccc1Oc1ncnc(N)c1[N+](=O)[O-]	13	-12	6	-1	9	-1	-4
18	CCN1C(=O)[C@@H]2[C@H](C1=O)[C@@H]1C(=O)Nc3ccccc3C(=O)N1[C@@H]2c1ccccc1	-24	0	-5	-13	18	32	0
19	Cc1ccc(CSc2ncnc3c2cnn3-c2ccccc2)cc1	nt	1	-46	nt	-28	nt	nt
20	C[C@@H]1CN([C@@H](C)CO)C(=O)Cc2cc(NS(=O)(=O)c3cccs3)ccc2O[C@@H]1CN(C)Cc1ccc(C(=O)Nc2ccccc2N)cc1	18	-8	-32	14	-27	0	nt
21	CNC(=O)C[C@@H]1CC[C@@H]2[C@H](COC[C@@H](O)CN2C(=O)Nc2cccc(OC)c2)O1	0	10	-16	8	1	3	-1
22	CC(C)(C)[S@](=O)N1Cc2cc(C(=O)NCc3ccncc3)nc(-c3cccc(-c4ccncc4)c3)c2[C@@H]1CCO	3	5	11	0	-6	-2	0
23	COc1ccc(NC(=O)N(C)C[C@@H]2Oc3c(NS(=O)(=O)c4c(C)noc4C)cccc3C(=O)N([C@H](C)CO)C[C@@H]2C)cc1	-2	-5	26	9	nt	-1	-2
24	COc1ccc(S(=O)(=O)N2CCNCC2)cc1OC	-1	1	-16	-2	4	3	-5
25	CCn1c(C)nc2cc(C(=O)N/N=C/c3ccccc3C)ccc21	-100	-2	-51	-1	-77	0	0
26	C[C@@H]1CN([C@@H](C)CO)C(=O)c2cc(NC(=O)c3ccccc3)ccc2O[C@@H](C)CCCCO[C@H]1CN(C)CC1CCCCC1	14	-3	-2	-13	-18	2	-1
27	CN(C)CC(=O)Nc1ccc2c(c1)[C@@H]1C[C@H](CC(=O)N3CCc4ccccc4C3)O[C@H](CO)[C@@H]1O2	-6	-5	-1	0	-3	0	-1
28	CC1=C(C(=O)Nc2ccccc2)C(c2cccs2)NC(=O)N1 (stereo unspecified)	8	0	-15	-5	-1	1	4
29	COc1ccc(CNC(=O)CSc2nc3c(oc4ccccc43)c(=O)n2CC2CCCO2)cc1 (stereo unspecified)	-5	-14	-6	-1	-15	1	1
30	O=C(COc1ccc(F)cc1F)Nc1cccnc1	nt	10	9	13	-16	-3	2

An excerpt of these results, screen by screen:
20. C[C@@H]1CN([C@@H](C)CO)C(=O)Cc2cc(NS(=O)(=O)c3cccs3)ccc2O[C@@H]1CN(C)Cc1ccc(C(=O)Nc2ccccc2N)cc1
21. CNC(=O)C[C@@H]1CC[C@@H]2[C@H](COC[C@@H](O)CN2C(=O)Nc2cccc(OC)c2)O1
compound no.	20	21
EWS-Fli inh	18	0
ARNT TACC3 PPI	-8	10
LGR2 inh	-32	-16
DENV2 CPE	14	8
PAX8 inh HTS	-27	1
CASP6 VEID inh	0	3
SIRT5 block	nt	-1

Following part:
no.	Compound	EWS-Fli inh	ARNT TACC3 PPI	LGR2 inh	DENV2 CPE	PAX8 inh HTS	CASP6 VEID inh	SIRT5 block
31	O=C(CCc1nnc(COc2ccccc2)o1)NCCc1cccs1	2	-5	0	4	-59	-4	3
32	Cc1cccc(NC(=O)CSc2nnnn2C2CCCC2)c1	-9	nt	16	?	-14	1	-1
33	O=C1CC2(CCCC2)Oc2ccccc21	-6	-1	-3	0	-6	1	-1
34	CC(OC(=O)CCCc1nc2ccccc2s1)C(=O)NC(N)=O (stereo unspecified)	4	0	0	-5	-7	1	nt
35	O=C(c1ccc(Cl)nc1)N1CCC(Cc2ccccc2)CC1	2	-8	0	-1	1	3	-1
36	O=C(Nc1ccc(F)cc1)N1C[C@@H]2[C@H](c3ccccc31)[C@H](CO)N2C(=O)c1ccc(F)cc1	-2	7	17	7	1	2	-2
37	COc1ccc(/C=C/C(=O)NNC(=O)c2ccncc2)c(OC)c1	-2	-5	-50	-4	-11	1	0
38	COC(=O)CCN(C(=O)c1ccc(Cl)c([N+](=O)[O-])c1)c1ccccn1	9	-1	-6	-3	5	-5	-2
39	O=C(CNC(=O)c1ccccc1F)NCCN1C(=O)S/C(=C\c2ccc3c(c2)OCO3)C1=O	-21	8	-20	-3	-14	-1	-1
40	CCOC(=O)c1cnn(CCOC(=O)c2cccc(F)c2)c1NC(=O)c1cccc(F)c1	-5	17	29	20	110*	-2	-1
41	CN(C)CC(=O)N[C@H]1C[C@@H]2O[C@H](CO)CC[C@@H]2O[C@@H]1CCc1ccc(C2=CCCCC2)cc1	-9	nt	nt	8	13	0	-9
42	O=C(Nc1ccccc1)N[C@H]1CC[C@H](CCNS(=O)(=O)c2cccc(F)c2)O[C@@H]1CO	11	-4	-1	?	23	-6	3
43	COc1ccc(-n2c(=O)c3ccccc3n(Cc3cccc(C)c3)c2=O)cc1OC	3	2	11	-2	14	0	3
44	O=S(=O)(NCc1cccs1)c1ccccc1Cl	-8	-4	-11	-1	-14	0	-1
45	C[C@H](O)C#Cc1cnc2c(c1)C(=O)N([C@@H](C)CO)C[C@H](C)[C@H](CN(C)C(=O)CC1CC1)O2	-12	-9	-31	5	nt	0	2
46	O=C(NCc1cccc(F)c1)[C@H]1[C@H](CO)[C@H]2Cn3c(cccc3=O)[C@@H]1N2	-8	29	-6	-6	-6	1	-2
47	Cc1cc(OCCCC(=O)NNC(=O)c2ccncc2)ccc1Cl	9	-3	-4	-3	-15	0	-4
48	Cc1cccc(N2C(=O)/C(=C\c3ccc(OC(F)F)cc3)c3ccccc3C2=O)c1	nt	23	-10	nt	-25	nt	nt
49	CCCNC(=O)N1C[C@H]2[C@@H](c3ccccc31)[C@@H](CO)N2C(=O)Nc1ccccc1	0	-14	-22	0	8	3	11
50	O=C(O)c1ccc(N2C(=O)c3ccccc3C2=O)cc1[N+](=O)[O-]	-11	nt	nt	-6	-10	-1	nt
51	COc1ccc2c3c(n(C)c2c1)[C@@H](CO)N(C(=O)c1cnccn1)CC31CCN(C(=O)c2ccncc2)CC1	-4	nt	-12	8	nt	2	-1
52	CC(C)c1ccc(NC(=O)COC(=O)Cn2cnc3c2c(=O)n(C)c(=O)n3C)cc1	4	nt	-10	2	15	0	0
53	CCOc1ncccc1C(=O)N=c1sccn1C	-3	0	13	-5	2	1	1
54	O=C(CCC(=O)N/N=C/c1cc(Cl)cc(Cl)c1O)NCc1ccccc1	14	-1	24	nt	22	13	-6
55	C[C@@H]1CN([C@@H](C)CO)C(=O)c2cc(C3=CCCCC3)cnc2O[C@H]1CN(C)C(=O)c1cccc(F)c1	7	3	2	5	17	-4	1
56	CCOc1ccc(/C=N/NC(=S)NC2CC3CC2C2C=CCC32)cc1 (stereo unspecified)	29	-28	-4	1	-5	0	0
57	CN1C[C@@H]2[C@H](c3ccccc31)[C@@H](CO)N2C(=O)Nc1ccccc1Cl	6	-8	0	-4	7	1	7
58	COc1ccc(C(=O)ON=C2c3ccccc3-c3ccccc32)cc1OC	-13	-4	2	2	-8	-5	-3
59	CO[C@H](CN(C)C(=O)C1CCOCC1)[C@H](C)CN([C@H](C)CO)S(=O)(=O)c1ccccc1	-2	-2	-30	-3	nt	1	1
60	CC(C)c1nnc2c(N(C)S(=O)(=O)c3ccccc3)nc3ccccc3n12	2	-4	-3	?	22	2	-4
61	COc1ccc(NC(=O)Cc2ccc(C)c(C)c2)cc1S(=O)(=O)N1CCCCC1	14	-4	12	12	9	-3	1
62	COc1ccc(-c2ccccc2C2Cc3nnccc3CN2C(=O)Nc2ccccc2)cc1 (stereo unspecified)	0	nt	6	9	7	-4	0
63	O=C(O)CCc1ccc(-c2ccc(Cl)cc2)n1CCC(=O)O	-1	-17	-1	-2	nt	21	6
64	O=C(NCc1cccnc1)C1CCCN(S(=O)(=O)c2cccc3nsnc23)C1 (stereo unspecified)	3	-1	-7	6	34	3	0
65	CO[C@H]1CN(C)C(=O)c2ccc(NC(=O)C3CCC3)cc2OC[C@@H](C)N(CC2CCCCC2)C[C@@H]1C	13	41	25	-2	29	-4	9
66	C[C@@H]1CN([C@@H](C)CO)C(=O)CCCn2cc(nn2)CO[C@H]1CN(C)C(=O)Oc1ccccc1	0&3	-2	12&5	?	-6&-4	1&2	-2
67	CCN1C(=O)[C@H]2[C@H]3CN=C(SC)N3[C@@](C)(C(=O)OC)[C@H]2C1=O	0	-2	-5	-7	-15	12	-2
68	O=C1N/C(=N/N=C/c2ccccc2)SC1(c1ccccc1)c1ccccc1	5	-4	5	5	nt	-1	0
69	O=[N+]([O-])c1ccccc1N/N=C1\CC2CC=CC12 (stereo unspecified)	-7	13	-69	30*	2	4	13
70	C[C@H]1CCCCO[C@H](CN(C)C(=O)Cc2ccccc2)[C@@H](C)CN([C@@H](C)CO)C(=O)c2cc(NC(=O)CCCN(C)C)ccc2O1	-8	-4	13	-8	-21	-1	-1
71	COC(=O)[C@@H]1[C@@H](CO)[C@@H]2Cn3c(ccc(-c4cccnc4)c3=O)[C@@H]2N1Cc1ccccc1F	-2	-14	-14	-7	2	-1	2
72	Cc1noc(C)c1S(=O)(=O)Nc1ccc2c(c1)C(=O)N([C@@H](C)CO)C[C@H](C)[C@H](CN(C)S(=O)(=O)c1c(C)noc1C)OCCCC[C@@H](C)O2	5	nt	11	7	11	-1	7
73	CC=Cc1ccc2n(c1=O)C[C@H]1[C@H](CO)[C@@H](C(=O)NCC3CC3)N(C(=O)C3CCOCC3)[C@@H]21 (mixture of isomers)	-5	3	14	15	-7	-3	-1

Screening results deposited in PubChem BioAssay by Broad Institute.

Hits appear at their usual frequency. About 4.9% of those tested had a hit in this group.
